RPL19A-GFP yeast: yeast TOR pathway RPL19A-GFP modulation; S. cerevisiae RPL19A-GFP strain, flow cytometry, 3 h; active compounds read low; percent response vs DMSO, % at 10 µM; hit rate 0.3% among 330,000;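 active = percent response vs DMSO below 50%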;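 also: median channel GFP fluorescence of the barcoded RPL19A-GFP strain; ratio of sample median GFP to plate DMSO average so 100% = DMSO; lower means less RPL19A-GFP as with rapamycin TOR inhibition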
ZTA counter: ZTA (EBV) inhibition in EBNA-1 counter-screen. P03206. ZTA-DNA binding, fluorescence polarization. inhibition, % at 11 µM. hit rate 0.15% among 320,000; in the data active = inhibition above about 33%
proCasp7 act: counter-screen for procaspase-3 activators: activators of human procaspase-7; recombinant procaspase-7, Ac-DEVD-pNA absorbance 405 nm; D23A/D198A/D206A triple mutant, cannot self-cleave; scale: DMSO 0, 5 µM enzyme 100; activation, % at 8.5 µM; hit rate 0.093% among 330,000; P55210; AID 463210;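 active = percent activation above the screen-wide mean plus 3 SD, cut at about 25% in these data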
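signal = Epi-absorbance of released pNA at 405 nm, two timepoints | assay system = Uncleavable procaspase-7 mutant enzyme | reagent = Ac-DEVD-pNA substrate, 400 µM as added | times = 1 h enzyme–compound preincubation and 2 h substrate reaction, both 25 °C | benchmarks = low DMSO alone, high DMSO plus 5 µM PC-7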
MEP2-GFP yeast: yeast TOR pathway MEP2-GFP modulation. S. cerevisiae MEP2-GFP strain, flow cytometry GFP, 3 h; 100% = DMSO control level. hit rate 0.51% among 330,000. GFP response vs DMSO, % at 10 µM;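 active = GFP response versus DMSO above a set limit, roughly screen mean plus 3 SD, cut at about 180% in these data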;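 also: median GFP fluorescence of the barcode-gated MEP2-GFP cells per well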
LAP4 TOR yeast: modulators of TOR pathway LAP4-GFP in S. cerevisiae. AID 2023. S. cerevisiae LAP4-GFP multiplex, flow cytometry GFP, 3 h; median GFP as percent of DMSO wells. GFP response vs DMSO, % at 10 µM. hit rate 0.34% among 320,000;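 active = GFP response vs DMSO above a set limit, about the screen mean plus 3 SD, cut at about 150% in these data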
procasp3 activ: activators of human procaspase-3; AID 463141; activation, % at 8.5 µM; hit rate 0.11% among 330,000; recombinant procaspase-3 D3A, Ac-DEVD-pNA absorbance 405 nm; P42574;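 active = activation above the mean of all tested compounds plus 3 SD, cut at about 21% in these data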;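 also: 0% = DMSO alone and 100% = DMSO wells spiked with extra 5 µM PC-3 D3A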
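Evaluation: percent activation relative to control range; Material: Procaspase-3 D3A mutant, all three cleavage aspartates alanine; Compound: single dose, 8.5 µM nominal compound, 0.8% DMSO; Replication: one well per compound; Signal: absorbance at 405 nm, 0 and 120 min; Schedule: 1 h preincubation plus 2 h reaction at 25 °C.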
EBNA-1 inh: blocks EBNA-1 binding to DNA. hit rate 0.34% among 300,000. inhibition, % at 14.8 µM. EBNA-1 DNA binding, fluorescence polarization. AID 1950; in the data active = inhibition above about 28%
AHR activator: human AHR activation | P35869 | AHR-responsive luciferase reporter cells, luminescence | activation, % at 5 µM | hit rate 2.5% among 320,000; in the data active = activation above about 47%;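 also: 0% = vehicle wells and 100% = reference agonist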
* = called active by the depositor; / = not tested or not shown. Rows are unselected (roughly 3.8% active in at least one column).

SMILES | RPL19A-GFP yeast | ZTA counter | proCasp7 act | MEP2-GFP yeast | LAP4 TOR yeast | procasp3 activ | EBNA-1 inh | AHR activator
O=C(Nc1cccc(F)c1)N1CCCCCC1 | 116 | 7 | -5 | 101 | 101 | 20 | 13 | 4
CSCCC(NS(=O)(=O)c1ccc2c(c1)OCCO2)C(=O)NCCc1ccccn1 (stereo unspecified) | 100 | 2 | -9 | 94 | 94 | -9 | -4 | 3
COc1ccc2nc(SCC(=O)NC3CCCc4ccccc43)[nH]c2c1 (stereo unspecified) | 103 | -10 | 4 | 101 | 89 | -3 | -3 | 12
Cc1oc2cc3oc(=O)c(CCC(=O)NCc4ccccn4)c(C)c3cc2c1C | 96 | -6 | 3 | 122 | 99 | 1 | 4 | -1
Cc1cc(Br)ccc1NC(=O)CNC(=O)CN1C(=O)NC2(CCCCCC2)C1=O | 98 | -8 | 6 | 111 | 102 | 6 | -15 | -1
COc1ccc(-n2c(NC(=O)c3ccco3)c(C#N)c3nc4ccccc4nc32)cc1 | 96 | 3 | -28 | 95 | 104 | -20 | 5 | 15
COc1ccccc1CN1CC(C(=O)N(C)CCCn2nc(C)cc2C)CCC1=O (stereo unspecified) | 93 | 6 | 4 | 85 | 72 | 3 | 6 | 1
O=C(Nc1ccc2c(c1)CCC2)c1cccc(S(=O)(=O)N2CCN(c3ccc(F)cc3)CC2)c1 | 93 | -3 | 7 | 94 | 90 | 0 | 10 | 5
COc1ccc(N=c2oc3c(OC)cccc3cc2C(=O)NCc2ccco2)c(OC)c1 | 108 | 10 | -16 | 111 | 113 | -8 | 15 | 10
CCC(C)NC(=O)CN(c1cc(C)ccc1OC)S(C)(=O)=O (stereo unspecified) | 101 | -4 | 2 | 102 | 102 | -1 | 1 | 0
S=C(NCCc1ccc(Cl)cc1)NC1CCCCC1 | 100 | 1 | 7 | 93 | 98 | -3 | -15 | 23
CN1c2ccccc2Oc2nnc(N3CCN(Cc4ccccc4)CC3)cc21 | 92 | 0 | 7 | 100 | 120 | 4 | 1 | -5
COc1ccccc1NS(=O)(=O)c1cc(NC(=O)CNC(=O)c2cc(C)cc(C)c2)ccc1C | 97 | -9 | 15 | 105 | 106 | -5 | 2 | 13
CCn1c2ccccc2c2nnc(SCC(=O)NCc3cccs3)nc21 | 97 | -10 | 8 | 96 | 100 | 0 | -9 | -4
C=CCSC1=C(C#N)C(c2ccccc2Cl)CC(=O)N1 (stereo unspecified) | 109 | -1 | -13 | 90 | 100 | 3 | 6 | 1
CCOc1ccccc1NC(=O)c1ccc(-n2cncn2)nc1 | 112 | -1 | 8 | 105 | 105 | 0 | 1 | 33
CCCCCn1c(=NC(C)=O)c(C#N)cc2c(=O)n3ccccc3nc21 | 97 | 1 | -1 | 100 | 100 | -5 | -3 | -1
CCOC(=O)c1ccccc1NC(=O)COC(=O)CN1C(=O)C2CC=CCC2C1=O (stereo unspecified) | 97 | -6 | -2 | 91 | 95 | -1 | 2 | -2
O=C(COC(=O)c1cc(-c2cccs2)nn1-c1ccccc1)Nc1ccc(Cl)c([N+](=O)[O-])c1 | 96 | -13 | -1 | 99 | 101 | 4 | 2 | -2
CC1=CC(C#N)(C#N)C(C#N)(C#N)C(c2ccccc2)N1 (stereo unspecified) | 103 | 9 | 3 | 100 | 124 | -1 | -16 | 12
COc1ccccc1NC(=O)Cn1c(=O)c(N(C)C)c(N)n(C)c1=O | 96 | 12 | 3 | 94 | 99 | 3 | 14 | 3
O=C(NCc1ccco1)c1ccc2ccccc2n1 | 95 | 11 | 4 | 100 | 98 | -2 | 1 | -5
Cc1ccc(NC(=S)N(CCCN(C)C)Cc2cc3cc4c(cc3[nH]c2=O)OCO4)cc1 | 100 | 12 | 2 | 98 | 90 | 4 | 10 | 1
COc1ccc(/C=N/NC(=O)CSc2nnc(C)n2-c2ccccc2)c(OC)c1OC | 104 | 2 | -3 | 103 | 107 | -7 | -8 | 2
COC(=O)[C@H](c1ccccc1Cl)N1CCc2sccc2C1 | 106 | 5 | 3 | 96 | 100 | 3 | -2 | -1
Fc1cccc(Cl)c1CNCc1cccnc1 | 100 | -3 | 9 | 102 | 101 | -3 | -9 | 8
CC(C)(C)c1ccc(S(=O)(=O)NNC(=O)c2cc3ccccc3[nH]2)cc1 | 101 | -12 | -1 | 110 | 100 | -5 | 10 | 74*
CCCn1c(N)c(N(CCOC)C(=O)c2ccc(Cl)c([N+](=O)[O-])c2)c(=O)[nH]c1=O | 100 | -8 | 0 | 107 | 111 | 0 | 1 | -1
CC(=O)c1cccc(NS(=O)(=O)c2c(C)noc2C)c1 | 96 | 15 | 4 | 93 | / | -4 | 1 | 1
Cc1cc(S(=O)(=O)Nc2ccc(C(=O)N3CCN(C(=O)c4ccco4)CC3)cc2)ccc1F | 97 | 11 | 3 | 96 | 96 | -3 | 5 | -2
CC(=O)c1nn(-c2cccc(Br)c2)cc1C(=O)c1cccc2ccccc12 | 97 | 10 | 0 | 105 | 87 | 7 | 6 | 1
Cc1ccc(C(=O)OCC(=O)NC2CCCC2)cc1 | 112 | -4 | 4 | 117 | 109 | 10 | 0 | 1
CC1Sc2ccc(S(=O)(=O)N3CCC(C(=O)Nc4cccc(Cl)c4)CC3)cc2NC1=O (stereo unspecified) | 107 | -9 | -5 | 120 | 104 | 1 | -6 | 1
Cc1cc(NC(=O)CSc2nnc(-c3ccccc3)o2)no1 | 102 | -11 | -3 | 97 | 96 | 5 | 5 | 12
COc1cccc(NC2=NCCCCC2)c1 | 103 | 10 | 4 | 104 | 99 | 7 | 5 | -1
Cc1cc(C)nc(SCC(=O)OCC(=O)N(C)c2c(N)n(Cc3ccccc3)c(=O)[nH]c2=O)n1 | 101 | 1 | 2 | 111 | 111 | 1 | 2 | -2
CCOC(=O)n1c(=O)n(Cc2cccc(F)c2)c2ccccc21 | 92 | 4 | 9 | 85 | 89 | 5 | -7 | 0
O=C1CC(c2ccccc2)CC2=C1C(c1ccccn1)Nc1ccccc1N2 (stereo unspecified) | 103 | -3 | -1 | 100 | 99 | 5 | -6 | 10
CC(Oc1ccc2c(c1)oc(=O)c1ccccc12)C(=O)NC(Cc1c[nH]c2ccc(O)cc12)C(=O)O (stereo unspecified) | 91 | -6 | 11 | 106 | 103 | 4 | 7 | 1
Cn1c(=O)[nH]c(=O)c2c1nc(N1CCOCC1)n2CCCSc1ncccn1 | 93 | -7 | 5 | 100 | 92 | -8 | 10 | -2
COc1ccc(/C=C2\CCC(C3CCCC3)C2=O)cc1 (stereo unspecified) | 101 | -7 | 1 | 108 | 96 | -7 | -5 | 4
CC(=O)Nc1ccc(S(=O)(=O)N/N=C/c2ccc(C)s2)cc1 | 98 | 6 | 3 | 90 | 88 | 0 | 16 | 17
Cc1ccc(NC(=O)CCc2nc3ccccc3c(=O)[nH]2)cc1S(=O)(=O)N1CCOCC1 | 102 | -8 | 4 | 112 | 100 | 0 | 2 | 2
Clc1ccc(/C(Cc2nc3ccccc3[nH]2)=N\Nc2ccccc2)cc1 | 101 | -20 | 5 | 99 | 113 | 0 | -17 | 91*
O=c1c2ccccc2nc2c3ccccc3c(NCc3cccnc3)nn12 | 91 | -2 | 11 | 101 | 103 | 1 | 11 | 30
Cn1c(=O)c2c(ncn2CC(=O)OCC(=O)c2ccc(F)c(F)c2)n(C)c1=O | 107 | 10 | -9 | 107 | 101 | 0 | -5 | 1
COc1ccc(CCNC(=O)C(C(=O)c2ccccc2)n2ccccc2=O)cc1OC (stereo unspecified) | 101 | -11 | 6 | 106 | 88 | 5 | 6 | 2
NC(=O)C1CCN(C(=O)c2cc3c(s2)CCCC3)CC1 | 100 | -15 | 1 | 102 | 99 | -10 | 7 | 18
Cc1ccc(-n2ncc3c(=O)n(CC#N)cnc32)cc1 | 100 | -5 | 6 | 98 | 111 | 5 | -7 | 20
CCOC(=O)C1(Cc2ccc(Cl)cc2)CCN(C(C)Cc2ccc(O)c(OC)c2)CC1 (stereo unspecified) | 100 | -12 | 4 | 118 | 101 | 5 | -10 | 0
CNC(=O)c1sc2nc(-c3ccc(OC)cc3)cn2c1C | 95 | 3 | -4 | 97 | 106 | -6 | 6 | 22
CN(C)C(CNC(=O)c1cc(Br)ccc1Cl)c1ccco1 (stereo unspecified) | 103 | 16 | -5 | 105 | 102 | -2 | 1 | 0
CCOC(=O)c1sc(NC(=O)CSc2nncn2C)nc1C | 98 | 20 | 0 | 95 | 99 | -5 | 6 | 3
Cc1cc(NC(=O)c2ccc3c(c2)C(=O)N(Cc2ccccc2)C3=O)no1 | 107 | 4 | -3 | 109 | 100 | -2 | 10 | 0
Cc1ccc(CNC(=O)CSc2ccc(-c3cccs3)nn2)cc1 | 113 | -11 | 2 | 130 | 99 | -1 | 7 | 23
Cc1cc2c(NCC(C)O)ncnc2s1 (stereo unspecified) | 96 | -2 | 3 | 96 | 91 | 4 | -4 | 4
CCn1c(Cc2cccc3ccccc23)nnc1SCC(=O)Nc1nccs1 | 91 | -16 | 2 | 86 | 87 | 1 | -5 | 25
CCOC(=O)c1c(NC(=O)C2C3CCC(O3)C2C(=O)O)sc2c1CCC(CC)C2 (stereo unspecified) | 112 | 9 | 4 | 108 | 110 | 3 | -6 | 2
CC(C)c1nnc(NC(=O)CCC(=O)NCc2cccs2)s1 | 99 | 18 | 7 | 96 | 94 | 6 | -4 | 4
Cc1ccc(/C=C(\C#N)C(=O)Nc2c(C)cccc2C)s1 | 99 | 5 | 0 | 104 | 120 | 2 | 0 | 0

4 entries drawn at random from those above, as already listed:
SMILES | RPL19A-GFP yeast | ZTA counter | proCasp7 act | MEP2-GFP yeast | LAP4 TOR yeast | procasp3 activ | EBNA-1 inh | AHR activator
Cc1cc(NC(=O)c2ccc3c(c2)C(=O)N(Cc2ccccc2)C3=O)no1 | 107 | 4 | -3 | 109 | 100 | -2 | 10 | 0
CCOC(=O)c1c(NC(=O)C2C3CCC(O3)C2C(=O)O)sc2c1CCC(CC)C2 (stereo unspecified) | 112 | 9 | 4 | 108 | 110 | 3 | -6 | 2
CC(C)c1nnc(NC(=O)CCC(=O)NCc2cccs2)s1 | 99 | 18 | 7 | 96 | 94 | 6 | -4 | 4
Cc1ccc(/C=C(\C#N)C(=O)Nc2c(C)cccc2C)s1 | 99 | 5 | 0 | 104 | 120 | 2 | 0 | 0

Following part
SMILES | RPL19A-GFP yeast | ZTA counter | proCasp7 act | MEP2-GFP yeast | LAP4 TOR yeast | procasp3 activ | EBNA-1 inh | AHR activator
COc1cc(N2CCCC2)c(OC)cc1/C=C(/C#N)c1cccc(Br)c1 | 100 | 8 | 13 | 118 | 125 | 0 | 7 | 9
COc1ccc(OC)c(-c2csc(NC(=O)C3COc4ccccc4O3)n2)c1 (stereo unspecified) | 92 | 0 | 4 | 98 | 111 | -3 | -10 | 3
NC(=O)c1ccc(SCC(=O)OCC(=O)NCc2ccco2)c([N+](=O)[O-])c1 | 106 | -1 | -27 | 107 | 106 | -13 | 6 | 1
CCOC(=O)Cn1nc(C)c(NC(=O)COc2ccc(F)cc2F)c1C | 118 | 4 | -1 | 104 | 106 | 1 | 4 | -2
CCOc1cc(N2CCOCC2)c(OCC)cc1NC(=O)c1cc(C)cc(C)c1 | 101 | -7 | 3 | 96 | 95 | -3 | -13 | -3

Compound profiles, from the list above. Order of screens: RPL19A-GFP yeast	ZTA counter	proCasp7 act	MEP2-GFP yeast	LAP4 TOR yeast	procasp3 activ	EBNA-1 inh	AHR activator
NC(=O)C1CCN(C(=O)c2cc3c(s2)CCCC3)CC1 reads 100	-15	1	102	99	-10	7	18
C=CCSC1=C(C#N)C(c2ccccc2Cl)CC(=O)N1 (stereo unspecified) reads 109	-1	-13	90	100	3	6	1
